SENP8 block: SENP8 protease inhibition. purified SENP8, Z-RLRGG-aminoluciferin cleavage, luminescence. inhibition, % at 10 µM. 330,000 tested, 1.2% active. AID 2540
Target sequence (Q96LD8 whole entry, looked up): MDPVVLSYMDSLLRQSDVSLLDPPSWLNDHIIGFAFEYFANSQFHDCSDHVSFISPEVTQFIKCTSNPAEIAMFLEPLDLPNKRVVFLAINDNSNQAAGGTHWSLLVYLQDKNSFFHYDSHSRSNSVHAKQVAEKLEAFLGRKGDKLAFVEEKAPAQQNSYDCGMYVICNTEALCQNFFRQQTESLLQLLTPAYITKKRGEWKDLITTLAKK
Gli-Sufu block: antagonists of Gli-Sufu signaling; inhibition, % at 5 µM; AID 588413; Sufu-KO-LIGHT fibroblasts, Gli luciferase reporter luminescence; 340,000 tested, 0.74% active;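 active = inhibition above about 55%, limit read from the data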;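 also: 0% = DMSO-treated cells and 100% = wells with medium but no cells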
Apaf1 inhib: inhibitors of human Apaf-1 apoptosome; O14727; AID 489030; reconstituted apoptosome caspase-3 activity, DEVD-Rh110 fluorescence; 330,000 tested, 0.71% active; inhibition, % at 20 µM; active = inhibition of at least 40% at 20 µM;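 also: plate controls were DMSO wells for no effect and DEVD-CHO caspase inhibitor wells for full effect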
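Material: reconstituted apoptosome with Apaf-1, cytochrome c, caspase-9, procaspase-3, dATP / Buffer or medium: pH 7.5 Hepes buffer with CHAPS, BSA, DTT / Also added: cytochrome c with DEVD-Rh110 / Schedule: compound with Apaf-1, dATP, procaspase-3 30 min, then 50 min reaction, room temperature / Technique: rhodamine 110 fluorescence at Ex 480/Em 540 nm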
697 NFkB inh: inhibitors of the PMA/ionomycin-induced NF-kB reporter in 697 B cells. AID 435022. inhibition, % at 4 µM. 697 B-cell NF-kB luciferase reporter, 16 h. 330,000 tested, 0.33% active; in the data active = inhibition above about 35%
Jurkat NFkB inh: inhibitors of the PMA/ionomycin-induced NF-kB reporter in Jurkat cells | PMA/ionomycin-induced NF-kB luciferase reporter, luminescence | inhibition, % at 4 µM | 330,000 tested, 0.53% active | AID 435003
UBC13 polyUb: blocks human UBC13 polyubiquitin chain formation. TR-FRET. inhibition, % at 20 µM. P61088. 330,000 tested, 0.47% active. AID 485273; in the data active = inhibition above about 45%, passing the limit was not always enough; inconclusive = no clear call, values can overlap the other calls
Target sequence (P61088 whole entry, looked up): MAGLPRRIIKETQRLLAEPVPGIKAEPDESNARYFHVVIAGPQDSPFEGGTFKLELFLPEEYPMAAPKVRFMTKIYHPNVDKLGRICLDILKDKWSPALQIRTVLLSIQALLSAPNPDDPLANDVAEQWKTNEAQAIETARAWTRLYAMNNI
CCR6 antagonist: CCR6 (human) receptor antagonism. P51684. AID 493098. CHO-K1 CCR6 PathHunter beta-arrestin, luminescence, CCL20-stimulated. inhibition, % at 20 µM. 340,000 tested, 0.49% active;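 active = compounds whose inhibition of the agonist-driven luminescence signal at 20 µM reaches about 50%, limit read from the data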;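 also: cells stimulated with CCL20 at 14 nM final; plate controls were DMSO with CCL20 for no effect and DMSO without agonist for full effect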
EBI2 antag: EBI2 (human) antagonism; 360,000 tested, 0.81% active; inhibition, % at 5 µM; P32249; EBI2 beta-arrestin recruitment, luminescence, 7a,25-OHC stimulated; in the data active = inhibition above about 38%;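 also: enzyme fragment complementation signal reports receptor beta-arrestin coupling in cells; 0% = agonist plus DMSO wells and 100% = wells without agonist; some results beyond the cut were filed as inactive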
Target sequence (P32249 whole entry, looked up, the tested form may be a part): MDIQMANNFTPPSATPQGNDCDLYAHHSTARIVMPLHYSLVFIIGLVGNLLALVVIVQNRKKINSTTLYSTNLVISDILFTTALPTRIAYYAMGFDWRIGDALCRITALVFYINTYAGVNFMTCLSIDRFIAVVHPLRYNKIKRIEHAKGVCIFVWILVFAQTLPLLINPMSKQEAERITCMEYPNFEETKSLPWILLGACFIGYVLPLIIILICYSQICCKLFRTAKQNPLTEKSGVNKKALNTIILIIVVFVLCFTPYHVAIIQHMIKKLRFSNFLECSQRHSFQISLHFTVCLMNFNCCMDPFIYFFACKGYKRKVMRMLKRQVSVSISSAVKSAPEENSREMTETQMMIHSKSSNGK
The depositor's hits bear a star; ? = inconclusive; nt = no result given. Rule as the data show it, unless noted: active = inhibition above about 50%; inactive = the rest. This is a subset, so the mix of outcomes need not match the whole.

1: S=C(Nc1ccc(Cl)cc1)NC1CC2CCCC(C1)N2C1CCCC1 (stereo unspecified)
2: COc1ccc(CN(CC2CCCO2)C(=O)c2cc3ccccc3oc2=O)cc1 (stereo unspecified)
3: Fc1ccccc1CN1CCC(Cc2ccccc2)CC1
4: C#CCOCCOCCOCCNc1nc(N2CCOCC2)nc(N2CCN(C(=O)CCCCCCCCCCNC(=O)[C@@H]([C@H](C)O)n3cc(C)nn3)CC2)n1
5: Cc1ccoc1C(=O)Nc1cccc2ccccc12
6: CSc1nc2c(c(=O)[nH]1)C(c1ccc(Br)cc1)CC(=O)N2 (stereo unspecified)
7: Cc1ccccc1NC(=O)Nc1cnccn1
8: COc1ccc(CSC2=NCCN2)cc1Br
assay / entry	1	2	3	4	5	6	7	8
SENP8 block	-3	-13	3	-5	-4	-2	-3	-5
Gli-Sufu block	60*	1	7	0	-20	6	4	-4
Apaf1 inhib	11	-4	6	-4	4	2	-1	-20
697 NFkB inh	-26	3	2	7	-9	10	13	15
Jurkat NFkB inh	-13	-7	5	5	-22	9	5	-1
UBC13 polyUb	9	-21	0	7	0	-3	-3	10
CCR6 antagonist	8	-4	14	8	9	0	3	6
EBI2 antag	-20	-10	-10	0	-7	-2	-9	6

9: CN1CCN(S(=O)(=O)c2cccc([N+](=O)[O-])c2)CC1
10: CN(C)Cc1c(O)ccc2oc(Cc3ccccc3)cc12
11: c1ccc(CN(Cc2ccccc2)c2nn[nH]n2)cc1
12: Cc1ccc(SCC(=O)NCCSC(C)(C)C)cc1
13: C=CC1=C2C=C(C3CC3)N(CC3CC3)C=C2C(=O)C(C)(OC(=O)c2ccco2)C1=O (stereo unspecified)
14: Cn1c(=O)c2c(nc(N3CCCCCC3)n2CCSc2nc3ccccc3o2)n(C)c1=O
15: COc1cccc(/C=C/c2[nH]c(=O)[nH]c(=O)c2[N+](=O)[O-])c1O
16: COc1ccc(C(=O)Cn2nnc(-c3ccccc3F)n2)cc1
assay / entry	9	10	11	12	13	14	15	16
SENP8 block	-10	0	-7	-6	-2	1	3	-10
Gli-Sufu block	1	3	4	-17	-14	28	-8	2
Apaf1 inhib	-14	0	3	-37	13	14	-1	-3
697 NFkB inh	24	-18	-3	1	6	-14	4	6
Jurkat NFkB inh	16	11	-8	-5	21	2	-6	-23
UBC13 polyUb	3	3	-12	?	-12	1	-1	-4
CCR6 antagonist	-4	3	11	15	-6	14	20	16
EBI2 antag	-15	-8	-17	30	-18	7	-1	-6

Shown bar-delimited: entries from further up
No. | Molecule | SENP8 block | Gli-Sufu block | Apaf1 inhib | 697 NFkB inh | Jurkat NFkB inh | UBC13 polyUb | CCR6 antagonist | EBI2 antag
4 | C#CCOCCOCCOCCNc1nc(N2CCOCC2)nc(N2CCN(C(=O)CCCCCCCCCCNC(=O)[C@@H]([C@H](C)O)n3cc(C)nn3)CC2)n1 | -5 | 0 | -4 | 7 | 5 | 7 | 8 | 0
5 | Cc1ccoc1C(=O)Nc1cccc2ccccc12 | -4 | -20 | 4 | -9 | -22 | 0 | 9 | -7
6 | CSc1nc2c(c(=O)[nH]1)C(c1ccc(Br)cc1)CC(=O)N2 (stereo unspecified) | -2 | 6 | 2 | 10 | 9 | -3 | 0 | -2
7 | Cc1ccccc1NC(=O)Nc1cnccn1 | -3 | 4 | -1 | 13 | 5 | -3 | 3 | -9
8 | COc1ccc(CSC2=NCCN2)cc1Br | -5 | -4 | -20 | 15 | -1 | 10 | 6 | 6
9 | CN1CCN(S(=O)(=O)c2cccc([N+](=O)[O-])c2)CC1 | -10 | 1 | -14 | 24 | 16 | 3 | -4 | -15
10 | CN(C)Cc1c(O)ccc2oc(Cc3ccccc3)cc12 | 0 | 3 | 0 | -18 | 11 | 3 | 3 | -8
11 | c1ccc(CN(Cc2ccccc2)c2nn[nH]n2)cc1 | -7 | 4 | 3 | -3 | -8 | -12 | 11 | -17
12 | Cc1ccc(SCC(=O)NCCSC(C)(C)C)cc1 | -6 | -17 | -37 | 1 | -5 | ? | 15 | 30
13 | C=CC1=C2C=C(C3CC3)N(CC3CC3)C=C2C(=O)C(C)(OC(=O)c2ccco2)C1=O (stereo unspecified) | -2 | -14 | 13 | 6 | 21 | -12 | -6 | -18

New compounds follow.
17: O=C(COC(=O)COc1ccccc1)Nc1ccc(OC(F)(F)F)cc1
18: CCOC(=O)C1CCN(C(=O)c2cc3cc(F)ccc3[nH]2)CC1
19: Cc1sc2ncnc(N3CCC(C)CC3)c2c1C
20: Cc1cccc(C)c1N(CC(=O)Nc1cccc(N(C)S(C)(=O)=O)c1)S(C)(=O)=O
21: C/C(CC(=O)N(C(C)C)C(C)C)=N\NC(=O)COc1ccc(Br)cc1Br
22: CCCC(C(=O)NC(C)(C)C)N(CC1CCCO1)C(=O)c1snc(C(N)=O)c1N (stereo unspecified)
23: O=S(=O)(c1ccc2[nH]c3c(c2c1)CCCC3)N1CCCCC1
24: N#C/C(=C/c1ccc(CNS(=O)(=O)c2ccccc2)o1)C(N)=O
assay / entry	17	18	19	20	21	22	23	24
SENP8 block	3	-5	1	-5	-2	-1	8	-6
Gli-Sufu block	4	0	-3	-2	-10	-5	-20	-7
Apaf1 inhib	9	5	8	1	17	0	14	-6
697 NFkB inh	14	2	-42	1	0	14	-1	13
Jurkat NFkB inh	4	-5	8	6	-1	-7	7	6
UBC13 polyUb	7	1	9	8	2	51*	-2	6
CCR6 antagonist	-5	8	-6	1	15	1	19	0
EBI2 antag	-6	62*	-2	-2	7	-1	27	-9

25: CN(Cc1ccccc1)c1ccc(N2C(=O)CCCC2=O)cc1[N+](=O)[O-]
26: C=CCNC(=O)CN(c1cc(Cl)ccc1OC)S(=O)(=O)c1ccc(C)c([N+](=O)[O-])c1
27: O=C1C(c2ccc(F)cc2)N(CC2COc3ccccc3O2)C(=O)CN1C1CCCCC1 (stereo unspecified)
28: CCOC(=O)CS(=O)(=O)CC(=O)Nc1ccc([N+](=O)[O-])cc1OC
29: O=C(NC1CCCCC1)c1cc(Cl)nc2ccccc12
30: CNC(=S)N1CCN(CCNC2=CC(=O)CC(C)(C)C2)CC1
31: CC(=O)c1cc(CN2CCN(CCC(C)C)C(CCO)C2)cs1 (stereo unspecified)
32: CN1CCN(C2=Cc3ccc(Cl)cc3Sc3ccc(F)cc32)CC1
assay / entry	25	26	27	28	29	30	31	32
SENP8 block	-7	-10	4	12	2	-10	-4	-5
Gli-Sufu block	8	5	6	-5	-1	-9	6	-5
Apaf1 inhib	2	7	2	1	-1	-3	8	8
697 NFkB inh	-18	12	-19	17	2	2	-9	28
Jurkat NFkB inh	-11	-14	-9	1	3	3	-11	7
UBC13 polyUb	-25	2	-9	-14	2	-6	-7	38
CCR6 antagonist	22	6	18	-3	27	12	6	21
EBI2 antag	0	0	1	1	7	-27	-15	-7

33: CC(C)c1cc(C(=O)NCc2ccco2)no1
34: Cc1ccc(C)c(NC(=O)/C(C#N)=C/c2ccc[nH]2)c1
35: COc1ccc(OCC(Cn2cnc3ccccc32)OC(C)=O)cc1 (stereo unspecified)
36: Cc1cccc(C(=O)NCC(=O)OCC(=O)NC2CCCCCCC2)c1
37: COc1ccccc1C(C)NCC(=O)Nc1ccccc1C(F)(F)F (stereo unspecified)
38: N/C(CSc1ccc(Cl)cc1)=N\NC(=O)c1ccncc1
39: O=C(Nc1ccc2c(c1)OCO2)C1CCN(C(=O)c2ccc([N+](=O)[O-])cc2)CC1
40: CC(C)CNc1nc2c(c(=O)n(C)c(=O)n2C)n1Cc1cccc(Br)c1
assay / entry	33	34	35	36	37	38	39	40
SENP8 block	-14	-5	0	15	-7	-6	-10	-9
Gli-Sufu block	-19	-7	-25	-5	5	7	-9	10
Apaf1 inhib	3	0	-2	10	4	1	1	15
697 NFkB inh	-39	8	-14	13	7	19	-18	10
Jurkat NFkB inh	-18	0	-5	4	10	-14	-14	2
UBC13 polyUb	-14	-2	6	9	9	4	-19	3
CCR6 antagonist	-7	7	4	10	16	-6	6	19
EBI2 antag	1	0	-4	-7	5	5	-6	4

41: COc1ccc(/C=C/C(=O)OCC(=O)Nc2cccc(C(C)=O)c2)cc1
42: O=C1c2ccccc2NC(c2ccccn2)N1c1ccc(Cl)cc1 (stereo unspecified)
43: Fc1ccc(-c2nnc3n2CCCCC3)cc1
44: Cc1ccccc1NC(=O)c1ccc(-c2ccc(Cl)cc2Cl)o1
45: CCN(CC)CCCN(Cc1cc2cc(OC)c(OC)cc2[nH]c1=O)C(=O)Nc1ccccc1
46: NS(=O)(=O)c1ccc(NC(=O)c2ccc(CNS(=O)(=O)c3cc(C(F)(F)F)ccc3Cl)cc2)cc1
47: CCc1nn(C(CC)C(=O)NCCCN2CC(C)CC(C)C2)c(=O)c2cc3oc(C)cc3n12 (stereo unspecified)
48: CCCCCCCCCCCCN1[C@@H](CC(=O)OC)c2cc(F)cc(F)c2S1(=O)=O
assay / entry	41	42	43	44	45	46	47	48
SENP8 block	-5	0	2	-18	6	-3	5	2
Gli-Sufu block	0	-22	11	-6	-1	3	30	19
Apaf1 inhib	7	1	-5	27	5	-17	5	24
697 NFkB inh	-7	1	0	-4	10	-20	12	16
Jurkat NFkB inh	9	-33	6	-13	-13	-8	4	9
UBC13 polyUb	0	19	-2	20	0	-11	4	-5
CCR6 antagonist	10	4	-2	2	3	-1	18	16
EBI2 antag	12	2	1	-14	-5	15	2	-5

49: N#C/C(=C\c1coc2ccc(O)cc2c1=O)C(=O)Nc1nc2ccccc2s1
50: CC(C)(C)NC(=O)c1ccc2c(c1)C1C3CCC(C3)C1C(c1ccccc1)N2 (stereo unspecified)
51: COc1ccccc1CNS(=O)(=O)c1c(C(=O)N2CCCCCC2)c(C)n(C)c1C
52: COc1ccc(CNCCC(c2ccccc2)c2ccc(OC(C)C)cc2)cc1OC (stereo unspecified)
53: O=C(COC(=O)[C@@H]1CC(O)CN1S(=O)(=O)c1ccccc1[N+](=O)[O-])c1ccccc1 (stereo partly specified)
54: CCOc1ccccc1NC(=O)COC(=O)c1cccc(-c2ccc(OC(C)=O)cc2)c1
55: CCCn1c(=O)c2[nH]c(C3CCCC3)nc2n(CCC)c1=O
56: O=C(CSc1nc2ccccc2o1)Nc1nc(-c2ccccc2)c(-c2ccccc2)s1
assay / entry	49	50	51	52	53	54	55	56
SENP8 block	12	9	3	-5	4	2	-2	-6
Gli-Sufu block	-26	8	-14	31	-12	-1	-10	-3
Apaf1 inhib	2	23	-4	15	-8	15	8	2
697 NFkB inh	-51	13	-3	-12	5	-23	-3	-6
Jurkat NFkB inh	-2	-2	6	6	8	-7	-4	-8
UBC13 polyUb	-36	2	3	23	3	-7	12	2
CCR6 antagonist	-4	12	6	9	13	2	-7	3
EBI2 antag	8	22	4	7	-6	17	-4	13

57: CCCCC1OC23CCCCC2C(C#N)(C#N)C1(C#N)C(=N)O3 (stereo unspecified)
58: COc1cc(C2CC(=O)Nc3n[nH]c(-c4ccccc4)c32)cc(OC)c1OC (stereo unspecified)
59: CC(C(=O)Nc1ncc2c(n1)CC(C)(C)CC2=O)N1C(=O)c2ccccc2C1=O (stereo unspecified)
60: CCOC(=O)/C(=N/Nc1ccccc1)Sc1nnc(CCc2ccccc2)n1-c1ccccc1
61: Cc1ccc(C(=O)Nc2ccccc2C(=O)NCc2ccccc2)cc1
62: O=C(NNC(=S)Nc1cccc(C(F)(F)F)c1)c1ccccc1Cl
63: COc1ccc(C(=O)Nc2oc(-c3ccccc3)c(-c3ccccc3)c2C#N)cc1
64: N#Cc1c(F)cccc1NCc1cccnc1
assay / entry	57	58	59	60	61	62	63	64
SENP8 block	6	-2	6	6	0	1	1	4
Gli-Sufu block	7	0	1	0	3	-30	1	-10
Apaf1 inhib	3	7	-11	1	6	7	10	8
697 NFkB inh	14	0	26	-4	-7	-6	2	-9
Jurkat NFkB inh	-3	46	10	5	22	-9	7	-18
UBC13 polyUb	7	-6	1	5	9	-20	1	20
CCR6 antagonist	12	-6	-8	7	-3	32	36	7
EBI2 antag	-4	nt	1	9	10	2	20	-4

Screening results: PubChem BioAssay, Sanford-Burnham Center for Chemical Genomics
